Fh CTSL1 inh = Fasciola hepatica cathepsin L1 inhibitors, primary screen, counter-screen for PFM18AAP inhibitor project, biochemical, QFRET, fluorogenic peptide substrate; inhibition, % at 5.96 µM; AID 1906, 2009; recombinant F. hepatica cathepsin L1, Z-Leu-Arg-MCA fluorescence; 300,000 tested, 0.49% active;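 active = inhibition above the mean of all tested compounds plus 3 SD, set per screening campaign, cut at about 17% in these data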;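 also: 0% = plate median of test compound wells and 100% = 1 µM Z-Phe-Ala-diazomethylketone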
PREPL inh = PREPL enzyme inhibitors, primary screen, biochemical, fluorescence polarization | inhibition, % at 5.96 µM | recombinant PREPL, fluorescence polarization activity-based probe | Prolyl endopeptidase-like (Homo sapiens), Q4J6C6 | 320,000 tested, 0.68% active; in the data active = inhibition above about 43%;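 also: 0% = enzyme with DMSO and 100% = wells lacking enzyme; many of its hits are not listed in these tables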
Target sequence (Q4J6C6 whole entry, looked up): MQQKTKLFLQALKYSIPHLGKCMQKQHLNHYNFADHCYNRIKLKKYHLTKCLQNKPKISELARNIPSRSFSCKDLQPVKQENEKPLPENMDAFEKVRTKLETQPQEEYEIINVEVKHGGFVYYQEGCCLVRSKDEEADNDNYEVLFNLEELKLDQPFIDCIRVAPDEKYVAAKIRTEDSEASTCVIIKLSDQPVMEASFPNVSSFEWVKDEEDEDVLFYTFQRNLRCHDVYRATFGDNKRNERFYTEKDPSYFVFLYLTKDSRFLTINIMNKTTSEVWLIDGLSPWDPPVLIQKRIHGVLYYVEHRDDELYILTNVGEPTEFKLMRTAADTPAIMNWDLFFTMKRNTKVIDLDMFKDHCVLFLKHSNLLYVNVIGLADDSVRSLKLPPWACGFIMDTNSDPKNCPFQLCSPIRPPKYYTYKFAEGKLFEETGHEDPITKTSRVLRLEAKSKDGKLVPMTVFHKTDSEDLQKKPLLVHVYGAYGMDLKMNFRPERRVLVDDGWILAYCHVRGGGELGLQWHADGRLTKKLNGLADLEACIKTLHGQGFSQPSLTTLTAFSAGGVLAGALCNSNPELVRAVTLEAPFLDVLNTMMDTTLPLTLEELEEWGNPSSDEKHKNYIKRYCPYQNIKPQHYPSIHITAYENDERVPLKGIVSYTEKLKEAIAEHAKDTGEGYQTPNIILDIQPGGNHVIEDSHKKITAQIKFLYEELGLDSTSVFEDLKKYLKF
core dimer inh = inhibitors of HCV core protein dimerization, primary screen, biochemical, TR-FRET, high-throughput | 300,000 tested, 0.33% active | TR-FRET GST/Flag-core106 dimerization, 1536-well | inhibition, % at 5 µM | AID 1899, 2009;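 active = inhibition above the mean of all tested compounds plus 3 SD, set per screening campaign, cut at about 45% in these data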
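Material: GST/Flag-tagged HCV core106 proteins. Incubation: 4 h, 22.5 °C incubation. Read-out basis: inhibition (%) from 671 over 617 nm ratio. Measured by: TR-FRET, excitation 340 nm, emission 617 and 671 nm.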
PP5 primary = PP5 phosphatase inhibitors, primary screen, biochemical, fluorescence. inhibition, % at 6.7 µM. AID 1987, 2009. 320,000 tested, 0.18% active. Serine/threonine-protein phosphatase 5 (Homo sapiens), P53041. purified PP5c, OMFP substrate fluorescence;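 active = inhibition above the campaign's mean inhibition across all tested compounds plus 3 SD, cut at about 9.5% in these data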;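 also: 0% = DMSO only and 100% = 100 µM cantharidin control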
LYPLA2 inh = LYPLA2 inhibitors, primary screen, counter-screen for PME1 inhibitor project, biochemical, fluorescence polarization, FP-Rh probe ABPP; Acyl-protein thioesterase 2 (Homo sapiens), O95372; recombinant LYPLA2; inhibition, % at 5.9 µM; 320,000 tested, 0.38% active;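 active = inhibition above the screen-wide mean plus 3 SD, limit set per campaign, cut at about 26% in these data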;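 also: 0% = LYPLA2 with DMSO and 100% = wells lacking LYPLA2 enzyme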
JMJD2C inh = inhibitors of GASC-1 histone demethylase, primary screen, biochemical, fluorescence, DELFIA europium; Lysine-specific demethylase 4C (Homo sapiens), Q9H3R0; GST-JMJD2C(1-420) H3K9me3 demethylation; inhibition, % at 2.35 µM; 330,000 tested, 0.069% active; AID 2099, 2009;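 active = more than half of a compound's replicate wells show inhibition beyond 50%, single wells judged on their own value; inconclusive = some, but no more than half, of replicates pass 50% inhibition; inactive = no replicate passes 50% inhibition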;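 also: signal counts dimethyl H3K9 product captured on neutravidin plate; 0% = median of DMSO wells and 100% = 0.3 times that DMSO median; strong numbers were not always called active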
PP1 counter = PP1-alpha phosphatase inhibitors, primary screen, counter-screen for PP5 inhibitor project, biochemical, fluorescence, OMFP substrate, single point | purified PP1alpha | inhibition, % at 6.7 µM | 320,000 tested, 0.9% active | AID 2235, 2010;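 active = inhibition above the mean inhibition of all tested compounds plus 3 SD, computed separately for each screening campaign, cut at about 15% in these data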
Target sequence (P62136 whole entry, looked up): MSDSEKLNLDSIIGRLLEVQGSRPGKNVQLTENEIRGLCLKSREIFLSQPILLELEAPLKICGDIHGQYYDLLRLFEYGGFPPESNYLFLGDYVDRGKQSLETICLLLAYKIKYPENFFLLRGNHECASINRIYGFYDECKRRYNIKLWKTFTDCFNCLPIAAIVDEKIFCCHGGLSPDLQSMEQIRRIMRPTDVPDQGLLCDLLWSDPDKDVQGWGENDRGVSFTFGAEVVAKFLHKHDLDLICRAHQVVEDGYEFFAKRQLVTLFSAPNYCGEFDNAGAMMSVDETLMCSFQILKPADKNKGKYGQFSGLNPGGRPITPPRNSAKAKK
TPT1 inhibitor = Candida albicans TPT1 enzyme inhibitors, primary screen, biochemical, fluorescence polarization; tRNA 2'-phosphotransferase TPT1 (Candida albicans SC5314); recombinant caTPT1, FP RNA substrate dephosphorylation; inhibition, % at 5 µM; 300,000 tested, 0.81% active;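 active = inhibition above the mean of all tested compounds plus 3 SD, set per screening campaign, cut at about 24% in these data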;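 also: plate controls were DMSO alone for no effect and ferristatin control at 100 nM for full effect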
Efflux pump inh = inhibitors of Candida efflux pumps in yeast, primary screen, S. cerevisiae, Nile Red, multiplex; S. cerevisiae Candida pump triplex; inhibition, % at 10 µM; 330,000 tested, 0.44% active; AID 485275, 2010;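 active = plate passing quality check with inhibition over a set limit, or well fluorescence over plate mean plus 4 SD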;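 also: Nile Red retained in pooled yeast measured as flow cytometry median fluorescence; 0% = buffer negative control and 100% = Enniatin B positive control; higher means more Nile Red kept so more efflux inhibition; some compounds called inactive have numbers as strong as hits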
Starred values were filed as active, the others as inactive; i = inactive; ? = inconclusive. A portion of the library, so the mix of outcomes need not match the whole.

Sequence of screens: Fh CTSL1 inh, PREPL inh, core dimer inh, PP5 primary, LYPLA2 inh, JMJD2C inh, PP1 counter, TPT1 inhibitor, Efflux pump inh
Cc1nc2ccc(S(=O)(=O)N3CCCCC3)cc2s1
 : 5, 3, 4, 0.1, 4, 2, -1, 1, -0.2
COc1ccc(NC(=O)COC(=O)Cc2c[nH]c3ccccc23)cc1OC
 : -2, 23, -20, -6.0, -1, -1, -8, -3, -0.1
CSc1sc2ccccc2[n+]1CCCS(=O)(=O)[O-]
 : 7, 2, -1, -1.6, 3, ?, -2, -1, 0.1
Cc1cccc(N2CCN(C3=NC(=O)/C(=C\c4cn[nH]c4-c4ccccc4)S3)CC2)c1
 : 1, 17, 20, 2.0, 3, -1, 3, -2, -0.3
C/C(=N\OCC(=O)Nc1cc(C)cc(C)c1)c1ccc2c(c1)OCCO2
 : -2, -1, 2, 1.4, -2, 1, 3, 1, 0.2
O=C(O)CSc1cccc2cccc(C(=O)O)c12
 : -2, 1, -6, -2.8, -9, 9, -5, -5, 0.4
Cc1ccc(S(=O)(=O)CCC(=O)NCCC2=CCCCC2)cc1
 : 0, 1, 3, 0.6, 1, -7, -2, -2, 0.0
O=C(c1cc2c(=O)n3ccccc3nc2s1)N1CCN(Cc2ccccc2)CC1
 : 11, 7, 9, -2.0, 8, -6, -3, 3, 0.0
CCOC(=O)N1CCN(C(=S)NC(=O)c2nn(C)cc2Br)CC1
 : 0, 3, 6, 1.3, 0, 2, -4, 0, 0.0
CC(=O)C(C)Oc1ncn(-c2ccccc2)n1 (configuration not stated)
 : 3, 3, -2, -1.4, 4, 1, -2, -1, 0.1

Compound profiles (already shown). Order of screens: Fh CTSL1 inh, PREPL inh, core dimer inh, PP5 primary, LYPLA2 inh, JMJD2C inh, PP1 counter, TPT1 inhibitor, Efflux pump inh
Record of `Cc1nc2ccc(S(=O)(=O)N3CCCCC3)cc2s1` → 5, 3, 4, 0.1, 4, 2, -1, 1, -0.2
Record of `CCOC(=O)N1CCN(C(=S)NC(=O)c2nn(C)cc2Br)CC1` → 0, 3, 6, 1.3, 0, 2, -4, 0, 0.0

(next part)
Sequence of screens: Fh CTSL1 inh, PREPL inh, core dimer inh, PP5 primary, LYPLA2 inh, JMJD2C inh, PP1 counter, TPT1 inhibitor, Efflux pump inh
N/C(=N\OC(=O)c1cccs1)c1cccnc1
 : -1, 4, -3, 1.5, -3, 0, 3, -2, -0.1
CNC(C)C#Cc1ccc2oc3cccc(OC)c3c(=O)c2c1 (configuration not stated)
 : -2, -5, 17, 4.3, -2, 2, 1, -1, -0.2
O=C(NCCN1C(=O)CSC1=O)C1CC(=O)N(c2ccccc2)C1 (configuration not stated)
 : 2, -5, 0, 0.4, -1, -2, -2, 0, -0.1
COc1ccc(C(O)c2nccn2Cc2ccccc2)cc1 (configuration not stated)
 : 2, 1, -1, -1.0, -2, 8, -2, -2, 0.2
CCn1cnc2c1c(=O)n(Cc1cccc([N+](=O)[O-])c1)c(=O)n2Cc1ccccc1
 : -1, -1, 10, 2.9, 7, 5, 4, -2, 0.1
Cc1cccn2cc(CNS(=O)(=O)c3ccc4ccccc4c3)nc12
 : -2, -2, 0, 2.0, -5, -3, -1, -1, 0.1
CC1CC(C)CN(c2oc(-c3ccco3)nc2C#N)C1 (configuration not stated)
 : 1, -3, 7, 1.6, -3, 5, -2, 4, 0.3
Cc1cccc(-n2c3nc(=O)[nH]c(=O)c-3cc3c(C)nn(-c4ccccc4)c32)c1C
 : 3, 0, -10, 2.7, -9, 10, -1, 2, 0.1
O=C(Nc1nc(-c2ccccc2)cs1)NC1CCCCC1
 : 1, 12, 5, 1.8, -11, 1, 2, 1, 0.1
CN(CCc1ccccn1)C(=O)CCC1CCCN(C(=O)NC2CCCCC2)C1 (configuration not stated)
 : 1, -4, -4, 1.5, -2, 9, -1, -3, 0.0
O=C(CCc1nnc2ccc(N3CCCC3)nn12)Nc1cc(F)ccc1F
 : 6, 4, -4, 0.8, 1, -2, 0, -1, 0.0
CC(C)(C)c1ccc(C(=O)Nc2ncn[nH]2)cc1
 : -1, -18, 4, -0.4, 6, -21, 26*, 0, -0.1
Cc1ccc(-n2nnc(-c3cc4ccccc4nc3Cl)n2)cc1
 : 0, 0, 7, 0.0, -4, -3, -1, -1, 0.0
COc1ccc(CNC(=O)CN(Cc2cccs2)C(=O)CCC(=O)Nc2ccccn2)cc1
 : 0, -5, 3, -1.8, 4, -3, -3, 0, 0.0
Cc1cccc(NC(=O)CSc2nnnn2-c2cccnc2)c1
 : -3, 8, 6, 1.4, 2, -8, 4, -3, 0.0
O=C(NCC1CCCO1)c1onc(CSc2cccc3ccccc23)c1C(=O)O (configuration not stated)
 : -1, 1, 1, 3.6, -2, 3, 0, 1, 0.1
CC1CCCN(c2ccc3nncn3n2)C1 (configuration not stated)
 : 8, 9, -1, -0.7, 1, 11, -3, -2, -0.3
Cc1ccc(S(=O)(=O)c2c(C)nn(C(C)(C)C)c2OC(=O)C2CCCC2)cc1
 : -3, 19, 9, 3.6, -3, -18, 0, 4, 0.2
CCOC(=O)c1cc2sccc2n1CC(=O)OC
 : 6, -2, -10, -4.0, 2, 2, -3, 5, 0.0
COc1ccc(CC(=O)NCCC(C)C)cc1S(=O)(=O)N1CCOCC1
 : -2, 10, -1, -0.6, 0, -1, 0, 0, 0.0
Cc1nc(SCC(=O)NCc2ccc(F)cc2)c2c(=O)n(C)c(=O)n(C)c2n1
 : -4, 8, 2, 3.9, 5, 7, 1, 0, 0.2
COC(=O)c1ccc(CSc2nnc(-c3ccncc3)o2)cc1
 : -3, -4, -1, 1.5, 10, i, 0, -1, -0.2
O=C(N/N=C/c1cc([N+](=O)[O-])ccc1O)Nc1ccccc1
 : 1, 18, -8, -1.8, 6, -20, 3, -7, 0.0
COC(=O)C1SCC2C(=O)N(Cc3cccc(C)c3)CC(=O)N21 (configuration not stated)
 : -2, 1, 7, -1.4, -2, 7, -2, -3, -0.3
CC(=O)Nc1ccc(NC(=O)C(C)OC(=O)CCCN=C2NS(=O)(=O)c3ccccc32)cc1 (configuration not stated)
 : -8, -7, -2, 0.8, 0, ?, -5, -2, 0.2
COc1ccc(OC)c(C2C(C#N)=C(N)Oc3c2c(C)nn3-c2cccc(Cl)c2)c1 (configuration not stated)
 : -3, 11, -4, 0.4, 6, 0, 4, -3, -0.1
CCOc1cccc(/C=C2\NC(=S)N(c3ccccc3)C2=O)c1O
 : 1, -3, -18, 1.2, 0, -4, 2, -1, 0.2
CCOC(=O)c1[nH]c(COC(=O)C2CC(=O)N(Cc3ccccc3)C2)c(C(=O)OCC)c1C (configuration not stated)
 : -19, 0, 2, 1.1, 1, -2, 1, 3, 0.0
O=C(O)c1ccc2c(c1)N(Cc1ccccc1)C(=O)c1ccccc1S2=O (configuration not stated)
 : 0, -1, -2, 0.6, 0, -1, -4, -1, -0.2
CCCCc1cc(=O)oc2c3c(cc(OCC(=O)NCCCO)c12)OC(C)(C)CC3
 : -2, 3, 6, 0.6, 3, -4, -2, -3, -0.2
COc1ccc(-c2cccc(C(=O)Nc3ccc(OC)c(OC)c3)c2)cc1
 : -3, 7, 0, 4.5, 2, 10, 3, -3, -0.1
Nc1nc2ccccc2cc1-c1cccs1
 : -4, -23, 5, 0.4, -2, 14, 0, 5, 0.0
O=C(COC(=O)CCc1nc2ccccc2s1)NCc1ccco1
 : -43, 8, 0, 0.0, 2, 72, -1, 4, 0.0
O=C(CCN1C(=O)c2cccc3cccc(c23)C1=O)NCc1ccco1
 : 0, -2, 15, 1.0, -4, -6, 1, 5, -0.1
OCC1(Cc2ccc(Cl)cc2)CCN(Cc2ccc(F)c(F)c2)CC1
 : -2, -16, -1, 1.2, -6, 4, -1, 1, 0.2
CC(C)C(c1nnnn1C1CCCCC1)N1CCc2ccccc21 (configuration not stated)
 : 3, 5, 2, 0.8, 2, 30, -1, -1, -0.1
C#C[C@]1(O)CC[C@H]2[C@@H]3[C@H](C)CC4=C(CCC(=O)C4)[C@H]3CC[C@@]21C
 : 1, 7, 2, 1.2, -3, 6, -2, 2, 0.1
N#Cc1c(N2CCCC2)ccc(Br)c1Cl
 : 9, -6, -8, 0.3, -2, -4, 0, 2, 0.2
CCCCC(=O)NC1(C(F)(F)F)C(=O)N(CC(C)C)C2=C1C(=O)CC(C)(C)C2 (configuration not stated)
 : -1, 17, -3, 3.9, 0, 34, 1, 0, 0.0
Cc1cc2[nH]ncc2cc1NC(=S)NC(=O)c1ccccc1
 : 2, 11, -2, 0.4, 11, 4, 1, 1, -0.1

3 entries out of the list, sorted by length of the SMILES, descending:
Sequence of screens: Fh CTSL1 inh, PREPL inh, core dimer inh, PP5 primary, LYPLA2 inh, JMJD2C inh, PP1 counter, TPT1 inhibitor, Efflux pump inh
CC(=O)Nc1ccc(NC(=O)C(C)OC(=O)CCCN=C2NS(=O)(=O)c3ccccc32)cc1 (configuration not stated)
 : -8, -7, -2, 0.8, 0, ?, -5, -2, 0.2
Cc1ccc(S(=O)(=O)c2c(C)nn(C(C)(C)C)c2OC(=O)C2CCCC2)cc1
 : -3, 19, 9, 3.6, -3, -18, 0, 4, 0.2
CC1CC(C)CN(c2oc(-c3ccco3)nc2C#N)C1 (configuration not stated)
 : 1, -3, 7, 1.6, -3, 5, -2, 4, 0.3

(listing goes on)
Sequence of screens: Fh CTSL1 inh, PREPL inh, core dimer inh, PP5 primary, LYPLA2 inh, JMJD2C inh, PP1 counter, TPT1 inhibitor, Efflux pump inh
c1ccc(CCNc2ncnc3c2cnn3-c2ccccc2)cc1
 : 1, -4, 1, 2.4, -6, -2, 0, -1, -0.1
COc1ccc(C(CNC(=O)C2CC(=O)N(Cc3ccc(C)cc3)C2)N(C)C)cc1 (configuration not stated)
 : -3, -9, -2, 0.9, -3, 1, -2, 2, -0.1
CC(=O)C1=C(NC(=O)c2ccc(C(F)(F)F)cc2)C[C@@H]2[C@H]1C2(C)C
 : 1, 8, -2, -0.2, -4, 10, -4, 0, 0.0
Cc1[nH]c(C)c(S(=O)(=O)NCC(C)c2ccccc2)c1C(=O)N1CCCCC1 (configuration not stated)
 : 0, 11, -12, 1.2, 0, -14, -5, 2, 0.3
CCOC(=O)c1[nH]c(C)c(/C(O)=C2\C(=O)C(=O)N(CCCN(CC)CC)C2c2cccnc2)c1C (configuration not stated)
 : -1, 17, -7, 0.6, 1, 43, 1, -1, -0.1
Cc1ccc(S(=O)(=O)N2CCCCC2C(=O)O)s1 (configuration not stated)
 : 1, 8, -2, -2.3, 3, 14, -2, 2, -0.2
CCOC(=O)c1c(C)c(C(=O)NCc2ccccn2)c(C)n1C
 : 8, 5, 1, -1.5, 5, -9, -1, 2, -0.7

Assay outcomes (PubChem)
